LDHA block = blocks human lactate dehydrogenase A; P00338; purified LDHA, NADH/diaphorase-resazurin fluorescence; stronger effect = lower value; activity change, % (values are at about 110 or 230 µM); 480,000 compounds, 0.15% hits; AID 1347041; in the data active = activity change below about -30%; inconclusive = mostly about -25% to -30%;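 also: plate controls were DMSO wells for no effect and wells without enzyme for full effect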
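Resorufin fluorescence (ex540/em590), read at 0 and 20 min after diaphorase/resazurin addition, reports the NADH left after a 5 min room-temperature reaction of 2 nM human LDH5 with 0.06 mM NADH and 0.2 mM pyruvate.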
D1 agonist = agonists of human D1 dopamine receptor; P21728; activation, % at 2 µM; 360,000 compounds, 1% hits; HEK293 T-REx D1 cells, calcium flux, agonist mode; in the data active = activation above about 30%; also: 0% is about no effect
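Agonism was scored from calcium flux recorded over 180 s (1 read/s) after pintool compound addition, following a 10-cycle baseline. Cells were inducible force-coupled HEK293 TREx D1, plated overnight at 30 C and loaded with no-wash calcium dye.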
RXFP1 ag = agonists of human relaxin receptor RXFP1; Q9HBX9; AID 2676; HEK293T-RXFP1 cAMP TR-FRET, 30 min; response scale: percent of porcine relaxin response, buffer zero; Potency, µM (top dose mostly 57.5 µM), without a hit: at the highest dose activation, most hits filed as activators; 370,000 compounds, 0.3% hits; also: potency is read from the fitted curve at half-maximal effect; % is scaled to controls: 0 for no effect and ±100 for the full control effect; nearly all actives have a fitted effect of over 60% in size; many of its hits are not listed in these tables
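cAMP rise read by TR-FRET after 30 min, 37C compound exposure (up to 58 uM) in RXFP1-transfected HEK293 cells with Ro 20174 present. EC50 from Hill-equation fits, with 29 nM porcine relaxin as 100% and buffer as basal.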
Vif-A3G inh = Vif-A3G binding inhibition; Q9HC16; HeLa A3G-eYFP + Vif (tagged APOBEC3G with the HIV-1 protein that degrades it), YFP fluorescence, overnight; Potency, µM (doses to about 46.1 µM), without a hit: at the highest dose activity, negative = active, usual class: inhibitors; 410,000 compounds, 0.076% hits; AID 602310;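 also: potency is read from the fitted curve at half-maximal effect; % is scaled to controls: 0 for no effect and ±100 for the full control effect; nearly all actives have a fitted effect of over 60% in size; hits raise eYFP signal because A3G escapes Vif-driven loss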
Target sequence (Q9HC16 whole entry, looked up): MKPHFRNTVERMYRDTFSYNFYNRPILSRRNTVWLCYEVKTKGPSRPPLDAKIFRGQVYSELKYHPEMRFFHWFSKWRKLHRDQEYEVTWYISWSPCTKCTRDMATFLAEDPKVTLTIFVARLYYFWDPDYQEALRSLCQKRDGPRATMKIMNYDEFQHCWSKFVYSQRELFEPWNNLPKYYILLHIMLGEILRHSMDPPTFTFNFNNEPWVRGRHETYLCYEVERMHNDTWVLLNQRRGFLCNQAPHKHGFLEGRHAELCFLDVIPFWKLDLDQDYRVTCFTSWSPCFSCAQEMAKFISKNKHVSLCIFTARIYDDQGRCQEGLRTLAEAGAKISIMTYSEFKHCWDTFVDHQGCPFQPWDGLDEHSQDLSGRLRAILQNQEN
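Read-out is eYFP fluorescence (Ex 488/Em 500-530) from Vif-expressing HeLa A3G-eYFP cells; more signal means A3G escaped Vif-mediated degradation. Cells plated overnight, compound pinned in, incubated overnight at 37 deg C.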
Vif-A3F inh = blocks the Vif interaction with APOBEC3F | HeLa A3F-eYFP + Vif (tagged APOBEC3F with the HIV-1 protein that degrades it), YFP fluorescence increase | Potency, µM (series often up to 46.1 µM), for inactives: at the top dose activity, negative = active | 390,000 compounds, 0.2% hits | AID 602313; also: potency is read from the fitted curve at half-maximal effect; % of control where 0% means no effect; nearly all actives have a fitted effect of over 65% in size
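Fluorescence increase (Ex 488/Em 500-530) after overnight compound treatment at 37 deg C flags inhibition of Vif-driven A3F-eYFP loss in stable HeLa A3F-eYFP/Vif cells seeded overnight beforehand.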
D1 PAM = potentiators of human D1 dopamine receptor; P21728; HEK293 TREx D1 cells, calcium flux, dopamine EC20 potentiation; potentiation, % at 10 µM; 360,000 compounds, 0.036% hits; in the data active = potentiation above about 30%; also: 0% is about no effect
Glioma ERSR ind = ER stress response induction in glioma | U87-MG GRP78 promoter luciferase reporter, 16 h | Potency, µM, without a hit: top-dose activation, actives largely listed as activators | 420,000 compounds, 0.02% hits | AID 602332; also: potency is read from the fitted curve at half-maximal effect; series mostly up to about 76 µM; % of control where 0% means no effect; nearly all actives have a fitted effect of over 35% in size
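Stably transfected U87-MG human glioma cells carrying a GRP78-based luminescent sensor were seeded at 1000 cells/well, pin-dosed with compounds and incubated 16 h. Luciferase reagent was then added, and end-point luminescence was read after 10 min at room temperature.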
D2 PAM = D2 dopamine receptor (human) potentiation; AID 485347; potentiation, % at 10 µM; 340,000 compounds, 0.34% hits; P14416; HEK293 T-REx D2, calcium flux, EC20 dopamine potentiation;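 active = potentiation over 3 SD above the plate norm, cut at about 30% in these data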; also: 0% is about no effect
Target sequence (P14416 whole entry, looked up): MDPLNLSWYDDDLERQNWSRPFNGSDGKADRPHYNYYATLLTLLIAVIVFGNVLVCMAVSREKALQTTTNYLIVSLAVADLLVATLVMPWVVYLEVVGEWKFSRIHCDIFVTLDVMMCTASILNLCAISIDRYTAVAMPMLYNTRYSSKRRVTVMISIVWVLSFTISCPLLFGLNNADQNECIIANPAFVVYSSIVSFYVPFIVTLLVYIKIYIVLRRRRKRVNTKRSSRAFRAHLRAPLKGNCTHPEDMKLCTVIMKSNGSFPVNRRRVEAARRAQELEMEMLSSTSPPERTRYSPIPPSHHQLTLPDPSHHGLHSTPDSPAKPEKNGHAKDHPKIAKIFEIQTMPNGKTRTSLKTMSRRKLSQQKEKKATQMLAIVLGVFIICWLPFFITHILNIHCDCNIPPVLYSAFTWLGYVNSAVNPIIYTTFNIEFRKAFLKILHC
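Tetracycline-induced Hek293 Trex D2 cells, force-coupled to calcium, loaded with no-wash calcium dye. Compound added with 180 s kinetic read for agonism, then EC20 dopamine and a further 180 s read for potentiation.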
D1 antag = human D1 dopamine receptor antagonism; P21728; HEK293 TREx D1 cells, calcium flux, dopamine EC80; stronger effect = lower value; activity change, negative = inhibition, % at 10 µM; 360,000 compounds, 3.2% hits; in the data active = activity change below about -30%; also: % is scaled to controls: 0 for no effect and ±100 for the full control effect
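Inducible Hek293 Trex D1 cells (tetracycline, overnight, 30 C). Calcium dye 30–90 min RT. Antagonist mode: EC80 dopamine added after 180 s compound read.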
* marks the source's active call; other numbers are inactive results; ? = inconclusive; . = no result given; & = joins results of further samples. Unless noted, calls follow the shape of the dose curve; as a rule, active = well fitted curve in the direction sought with a large enough effect; inconclusive = small, poorly fitted or top-dose-only effect, or another doubt; inactive = no such curve, though single readings can be large; an effect the other way counts as inactive or inconclusive. The list is partial; count on the stated rates, not on these rows.

SMILES	LDHA block	D1 agonist	RXFP1 ag	Vif-A3G inh	Vif-A3F inh	D1 PAM	Glioma ERSR ind	D2 PAM	D1 antag
O=C(NC1CCCCC1)C(c1ccccc1)N(Cc1ccco1)C(=O)c1csnn1 (stereo not drawn)	-2.7	1.7	-0.1%	1.6%	-10.1%	1.2	-5.3%	-5.7	0.2
Cc1cc(CNC[C@H]2O[C@@H](n3cnc4c(N)ncnc43)[C@H](O)[C@@H]2O)no1	-2.1	.	.	-3.1%	1.7%	.	-2.1%	.	.
Cc1ccc(/C=C/C(=O)Nc2ccc(S(=O)(=O)Nc3onc(C)c3C)cc2)cc1	-8.9	4.2	3.3%	-13.1%	0.8%	-5.7	0.4%	.	-5.1
COC(=O)c1c(C)[nH]c(C(=O)C(C)OC(=O)C2CC2C)c1C (stereo not drawn)	0.6	3.5	-0.1%	4.7%	1.8%	-10.5	0.1%	.	-19.8
CCc1sc(NC(=O)CN2CCOCC2)nc1-c1ccccc1	-1.9	-0.2	0.0%	-0.4%	-0.7%	5.7	-2.6%	6.7	-11.8
O=C(Nc1ccncc1)C1CC(=O)N(Cc2ccccc2)C1 (stereo not drawn)	0.0	.	.	-0.9%	-4.0%	.	-0.4%	.	.
O=C(OCN1C(=O)C(=O)c2ccccc21)c1ccc(Cl)cc1	0.3	-2.0	-3.7%	3.0%	4.2%	1.6	-0.7%	8.1	49.9
Cc1nc(SCC(=O)Nc2ccc3[nH]c(=O)[nH]c3c2)nc(C)c1C	-5.2	.	.	-4.2%	-14.4%	.	-0.9%	.	.
O=C(COc1ccccc1)NC1CCS(=O)(=O)C1 (stereo not drawn)	-7.6	1.3	-1.1%	1.4%	6.0%	-1.6	-0.2%	5.1	12.3
CCC(C)(C)NC(=O)CN(CC1CCCO1)C(=O)CNS(=O)(=O)c1ccccc1 (stereo not drawn)	-2.3	4.6	1.0%	-5.0%	2.1%	-4.0	-1.9%	17.0	0.9
c1ccc(Nc2nc(Nc3ccccc3)nc(N3CCNCC3)n2)cc1	-4.6	24.4	1.3%	-0.6%	2.8%	-6.2	-1.7%	-6.3	-18.3
CNC(=O)c1sc(N2N=C3/C(=C/c4ccccc4)CCCC3C2c2ccccc2)nc1C (stereo not drawn)	-9.9	24.4	3.1%	-0.7%	?	-4.8	-3.6%	-18.4	4.8
CCOC(=O)N1CCC(NC(=O)CCc2ccccc2)CC1	-2.4	1.9	0.0%	-3.1%	-3.1%	1.5	-6.1%	-4.2	-0.7
O=C1C(c2ccccc2)=[N+]([O-])c2ccccc21	17.4	0.0	3.9%	-0.3%	10.2%	-3.6	-13.0%	14.9	-3.1
CCCN(CCC)Cc1c(C(=O)N/N=C/c2ccsc2)nnn1-c1nonc1N	13.2	4.8	-3.2%	-0.8%	-8.5%	-1.1	-2.9%	-3.5	5.5
O=C(CN1C(=O)c2ccccc2C1=O)NNC1=NS(=O)(=O)c2ccccc21	-8.7	0.8	2.2%	0.1%	0.0%	3.1	-3.7%	1.8	-12.5
O=C(CCNC(=O)C1CCN(S(=O)(=O)c2ccccc2)CC1)NCc1ccc(Cl)c(Cl)c1	-6.3	1.4	1.0%	-0.1%	-1.7%	-7.4	-2.1%	-2.2	-25.6
O=C(CN1C(=O)c2ccccc2C1=O)N1CCN=C1c1ccccc1	-0.2	4.6	0.9%	-2.5%	-22.2%	-1.6	-3.9%	-2.4	14.4
COc1ccc(Br)cc1-c1noc(-c2ccccc2F)n1	-2.6	1.8	0.8%	-1.2%	1.0%	2.0	-2.2%	3.1	5.7
c1ccc(-n2cnnc2SCc2cn3ccccc3n2)cc1	-4.9	2.7	1.3%	3.4%	-11.3%	2.6	-0.4%	13.8	1.2
Cc1sc2ncn3cnnc3c2c1C	-2.2	-0.6	16.4%	-2.2%	.	-1.9	-4.9%	1.8	3.3
CN1/C(=C\C(=O)COC(=O)c2ccc(O)cc2)C(C)(C)c2ccccc21	3.1	14.8	-0.1%	-4.4%	-4.8%	-0.3	-4.2%	9.9	-18.8
CCOc1ccccc1N1CC(C(=O)N2CCOCC2)CC1=O (stereo not drawn)	-4.1	7.7	-0.7%	-4.7%	1.0%	.	1.4%	-1.4	-3.7
CC(C)NC(=O)NC(=O)COC(=O)c1ccc(OC(F)(F)F)cc1	-4.5	0.2	-0.1%	-6.9%	-14.2%	3.2	0.1%	-0.6	10.2
Brc1ccc(-c2noc(-c3ccccn3)n2)o1	-5.9&-0.4	1.5	6.8%	-0.3%	-6.2%	-5.2	-8.8%	-12.7	-5.3
Cc1occc1C(=O)Nc1c(Cl)cccc1Cl	-5.9	7.0	0.1%	-5.6%	1.0%	6.7	?	-0.7	-0.6
COc1ccc(OCC(=O)NNC(=O)c2cccs2)cc1	0.0	1.2	0.3%	-1.8%	.	1.8	-2.1%	2.8	9.0
Cc1cccc(C(=O)NCC(=O)N2CCOCC2)c1	-1.3	3.0	-0.5%	-0.7%	7.3%	-2.1	4.1%	-1.8	13.5
Cc1cc2nc3n(c2cc1C)CC1CC(C(=O)NCc2ccccc2)N(C)C31 (stereo not drawn)	-1.4	0.8	-0.5%	0.6%	3.3%	-4.7	-3.8%	-13.6	0.6
COc1ccc(SC[C@H](CC(C)C)N2CCN(CCc3ccccc3)CCC2=O)cc1	1.2	1.5	-0.4%	1.1%	-1.0%	0.7	-2.4%	-5.5	2.9
CCOC(=O)c1cccc(NS(=O)(=O)c2cc(-c3cnc(C4CC4)o3)ccc2C)c1	-0.2	3.8	1.3%	-3.6%	1.8%	1.1	-3.2%	-3.0	6.2
COc1cc(OC)c(OC)cc1/C=N/NC(=O)c1ccc2nc[nH]c2c1	-10.1	2.7	-1.6%	-1.7%	12.6%	-8.1	5.5%	10.5	7.4
CCC(c1nnnn1Cc1ccc(F)cc1)N(CCCO)Cc1cc2cc3c(cc2[nH]c1=O)OCO3 (stereo not drawn)	-5.7	2.6	1.2%	2.4%	-7.2%	-0.3	-6.1%	11.0	-0.3
CCCN1C(=O)/C(=C/c2ccc(C)s2)NC1=S	-4.1	0.1	0.5%	-3.1%	-8.7%	-1.4	0.0%	-10.3	0.2
C=CCc1cc(C=O)cc(OC)c1OCc1c(Cl)cccc1Cl	-2.0	12.7	-0.1%	-0.2%	-22.5%	6.7	-2.4%	13.3	37.7
O=C(COc1ccccc1-c1nc(-c2ccccc2)no1)Nc1ccc([N+](=O)[O-])cc1	2.1	0.2	-2.5%	-2.8%	-0.7%	0.0	4.1%	.	-12.9
CCOC(=O)c1cnc2c(-c3ccccc3)cnn2c1N	-18.6	1.7	0.6%	-7.2%	6.0%	-1.6	2.6%	8.1	-26.8
Cc1nc(Sc2cccn2C)c(C(F)(F)F)c(=O)[nH]1	-5.0	4.9	0.6%	1.5%	-2.6%	1.2	-2.5%	-6.4	-7.0
COc1ccccc1CNC(=O)c1cc(C2CC2)nc2c1cnn2C(C)C	-6.5	2.3	1.1%	-3.3%	0.8%	3.0	2.4%	-3.7	1.2
CCCCn1c(N)c(N(CC)C(=O)c2ccccc2F)c(=O)[nH]c1=O	0.3	4.3	3.2%	0.6%	-20.8%	-2.6	1.5%	21.9	-3.3
Cc1cc(N2C(=O)CC(N3CCN(c4ccc(C(=O)c5cccs5)cc4)CC3)C2=O)no1 (stereo not drawn)	-2.1	1.8	2.2%	3.3%	-12.3%	4.8	-1.3%	-2.8	-12.5
CNc1nc2c(-c3ccc(Cl)cc3)nnn2c2ccccc12	-3.3	0.9	?	2.2%	-9.4%	0.1	4.8%	-0.2	14.5
C#CCNC(=O)C1=C[C@@H](c2ccc3c(c2)OCO3)C[C@@H](OCCCCO)O1	9.8	.	.	-0.5%	0.3%	.	-1.9%	.	.
CCc1ccc(C(=O)CSC2=C(C#N)C(c3ccco3)C(C(C)=O)=C(C)N2)cc1 (stereo not drawn)	3.3	2.3	2.9%	-21.3%	.	-10.2	-0.3%	1.8	-33.5*

Rewritten bar-delimited: part of the list above.
Compound | LDHA block | D1 agonist | RXFP1 ag | Vif-A3G inh | Vif-A3F inh | D1 PAM | Glioma ERSR ind | D2 PAM | D1 antag
CCOC(=O)N1CCC(NC(=O)CCc2ccccc2)CC1 | -2.4 | 1.9 | 0.0% | -3.1% | -3.1% | 1.5 | -6.1% | -4.2 | -0.7
O=C1C(c2ccccc2)=[N+]([O-])c2ccccc21 | 17.4 | 0.0 | 3.9% | -0.3% | 10.2% | -3.6 | -13.0% | 14.9 | -3.1
CCCN(CCC)Cc1c(C(=O)N/N=C/c2ccsc2)nnn1-c1nonc1N | 13.2 | 4.8 | -3.2% | -0.8% | -8.5% | -1.1 | -2.9% | -3.5 | 5.5
O=C(CN1C(=O)c2ccccc2C1=O)NNC1=NS(=O)(=O)c2ccccc21 | -8.7 | 0.8 | 2.2% | 0.1% | 0.0% | 3.1 | -3.7% | 1.8 | -12.5
O=C(CCNC(=O)C1CCN(S(=O)(=O)c2ccccc2)CC1)NCc1ccc(Cl)c(Cl)c1 | -6.3 | 1.4 | 1.0% | -0.1% | -1.7% | -7.4 | -2.1% | -2.2 | -25.6

4 structures out of the list, sorted by SMILES length, descending.
SMILES	LDHA block	D1 agonist	RXFP1 ag	Vif-A3G inh	Vif-A3F inh	D1 PAM	Glioma ERSR ind	D2 PAM	D1 antag
CCc1ccc(C(=O)CSC2=C(C#N)C(c3ccco3)C(C(C)=O)=C(C)N2)cc1 (stereo not drawn)	3.3	2.3	2.9%	-21.3%	.	-10.2	-0.3%	1.8	-33.5*
COc1ccccc1CNC(=O)c1cc(C2CC2)nc2c1cnn2C(C)C	-6.5	2.3	1.1%	-3.3%	0.8%	3.0	2.4%	-3.7	1.2
Cc1nc(Sc2cccn2C)c(C(F)(F)F)c(=O)[nH]1	-5.0	4.9	0.6%	1.5%	-2.6%	1.2	-2.5%	-6.4	-7.0
CNc1nc2c(-c3ccc(Cl)cc3)nnn2c2ccccc12	-3.3	0.9	?	2.2%	-9.4%	0.1	4.8%	-0.2	14.5

Compound activity (PubChem BioAssay)
